CHRM1 antagonist: human CHRM1 antagonism; 1.3% of 360,000 active; P11229; CHO-K1 hM1, Fluo-8 calcium fluorescence, ACh EC80 antagonist; inhibition, % at 3 µM;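 active means percent inhibition above its own plate's cutoff, namely the mean of that plate's compound wells plus 3 SD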;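 further: peak over basal fluorescence ratio during 140 s after agonist addition; 0% = ACh EC80 plus DMSO and 100% = DMSO alone without agonist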
Target sequence (P11229 whole entry, looked up): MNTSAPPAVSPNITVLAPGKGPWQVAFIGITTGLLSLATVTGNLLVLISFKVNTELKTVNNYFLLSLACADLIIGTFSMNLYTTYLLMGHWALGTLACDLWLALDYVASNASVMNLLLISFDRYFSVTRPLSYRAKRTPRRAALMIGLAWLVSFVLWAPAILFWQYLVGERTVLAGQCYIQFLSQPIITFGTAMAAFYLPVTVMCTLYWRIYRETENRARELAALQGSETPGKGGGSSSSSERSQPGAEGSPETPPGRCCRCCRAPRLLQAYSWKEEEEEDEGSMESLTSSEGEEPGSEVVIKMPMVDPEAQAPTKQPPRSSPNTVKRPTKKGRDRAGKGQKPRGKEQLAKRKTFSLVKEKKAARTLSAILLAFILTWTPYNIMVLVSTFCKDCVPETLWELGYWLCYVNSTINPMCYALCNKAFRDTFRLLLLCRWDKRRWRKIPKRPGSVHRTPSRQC
CHO-K1 Ca ag: counter-screen for M1 agonists: effect in parental CHO-K1 cells; AID 602248; 0.48% of 360,000 active; Fluo-8 calcium fluorescence; scaled to maximal ATP response, vehicle zero; activation, % at 3 µM; in the data active means activation above about 15%;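 further: untransfected CHO-K1 host cells lacking M1 receptor as counterscreen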
M1 ag: activates human CHRM1 receptor; P11229; CHO-K1 hM1, Fluo-8 calcium fluorescence, agonist mode; 0% DMSO, 100% acetylcholine EC100; activation, % at 3 µM; 0.33% of 360,000 active;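 active means activation above the run's mean compound activation plus 3 SD, cut at about 16% in these data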;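 further: peak over basal fluorescence ratio within a 140 s kinetic read after compound addition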
TAAR1 ag: human TAAR1 agonism; Q96RJ0; CHO RD-HGA16 TAAR1, Fluo-8 calcium fluorescence; vehicle wells 0%, saturating PEA agonist 100%; activation, % at 3 µM; 0.99% of 360,000 active; AID 624467;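 active means activation above the mean activation of all test compounds in the run plus 3 SD, cut at about 38% in these data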
Target sequence (Q96RJ0 whole entry, looked up): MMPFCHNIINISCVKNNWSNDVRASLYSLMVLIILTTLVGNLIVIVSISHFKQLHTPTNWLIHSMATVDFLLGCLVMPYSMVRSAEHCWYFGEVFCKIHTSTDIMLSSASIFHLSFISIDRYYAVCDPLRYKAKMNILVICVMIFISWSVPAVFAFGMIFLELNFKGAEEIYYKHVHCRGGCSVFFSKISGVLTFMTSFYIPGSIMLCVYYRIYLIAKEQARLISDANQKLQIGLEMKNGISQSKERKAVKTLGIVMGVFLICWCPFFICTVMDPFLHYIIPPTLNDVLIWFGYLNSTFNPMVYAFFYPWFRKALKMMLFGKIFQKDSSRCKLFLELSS
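Signal – calcium-sensitive Fluo-8 signal, excitation 470-495, emission 515-575 nm · System – RD-HGA16 (CHO) cells co-expressing Gα16 and hTAAR1 · Incubation – 17-24 h seeding, 75 min 37 °C dye, 30 min RT · Compound dosing – 3 µM single concentration · Repeats – no replicates (n 1)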
M1 PAM parental: nonselective activator or artifact in parental CHO-K1 calcium assay | AID 602247 | activation, % at 3 µM | ATP EC20, Fluo-8 calcium fluorescence; 0% at ATP EC20, 100% at ATP max | 0.02% of 360,000 active;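 active means activation above the run cutoff, the mean activation of all test compounds plus 3 SD, cut at about 40% in these data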;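 further: peak over basal fluorescence ratio in a 140 s read after ATP addition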
CHO-K1 Ca antag: counter-screen for M1 antagonists: effect in parental CHO-K1 cells. ATP-induced calcium, Fluo-8 fluorescence. inhibition, % at 3 µM. 0.6% of 360,000 active;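 active means inhibition above a per-plate cutoff, the plate's mean sample inhibition plus 3 SD, cut at about 24% in these data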;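 further: 0% = DMSO plus EC80 ATP and 100% = DMSO alone without ATP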
CHO parental Ca: counter-screen for OX1R antagonists: effect in parental CHO cells; 0.63% of 330,000 active; inhibition, % at 5.6 µM; parental CHO-K1, ATP-induced calcium, Fluo-8 fluorescence; AID 463079;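 active means inhibition above that plate's mean sample inhibition plus 3 SD, cut at about 26% in these data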;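 further: 0% = ATP-challenged DMSO wells and 100% = DMSO wells without ATP; some compounds past the cut are filed as inactive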
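material = parental CHO cells | also added = ATP as calcium-mobilizing challenge | dosing = single point at 5.6 µM | detection = intracellular calcium via Fluo-8 no-wash fluorescent dye | read-out = % inhibition | benchmarks = low control ATP plus DMSO, high control DMSO only | repeats = one well per compound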
TAAR1 antagonist: antagonists of human TAAR1. 1.5% of 360,000 active. CHO RD-HGA16 TAAR1, Fluo-8 calcium fluorescence, antagonist. Q96RJ0. AID 624466. inhibition, % at 3 µM;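 active means inhibition above a per-plate cutoff, the mean inhibition of test compounds on that plate plus 3 SD, cut at about 49% in these data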;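 further: 0% = DMSO plus EC80 beta-PEA response and 100% = DMSO alone without agonist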
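Material: RD-HGA16 CHO cells with stable hTAAR1 and Gα16; Dosing: single nominal final test compound concentration of 3 µM; Schedule: seeding 17-24 h prior, 75-min 37 °C, 30-min RT dye loading; Detection: kinetic Fluo-8 calcium fluorescence measurement; Measure: % inhibition from peak post-agonist over basal fluorescence ratio; Benchmarks: vehicle and agonist controls.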
OXTR potentiator: potentiators of human oxytocin receptor | CHO-OTR cells, Fluo-8 calcium fluorescence, potentiator mode; 0% = oxytocin EC15, 100% = EC100 | P30559 | 0.061% of 320,000 active | AID 2445 | activation, % at 3 µM;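 active means activation above that plate's cutoff, the mean activation of tested compounds plus 3 SD, cut at about 6.6% in these data, passing the limit was not always enough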;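 further: 100% uses oxytocin at 75 nM as the full agonist control; some results filed as inactive read as strong as hits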
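Assay system: CHO cell line stably expressing human OTR. Reagent: EC15 oxytocin agonist. Dosing: single dose, 3.0 µM nominal final compound concentration. Timing: compound 6 min at room temperature before oxytocin, 100 s read. Signal: kinetic Fluo-8 calcium fluorescence. Controls: oxytocin EC15 low and EC100 high.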
The depositor's hits bear a star; x = not tested or not shown.

SMILES	CHRM1 antagonist	CHO-K1 Ca ag	M1 ag	TAAR1 ag	M1 PAM parental	CHO-K1 Ca antag	CHO parental Ca	TAAR1 antagonist	OXTR potentiator
CCOc1ccc(OCCNC(=O)c2cc(C3CC3)nc3c2cnn3C(C)C)cc1	20	0.8	-7	2	-2	-2	x	60*	x
CC(=O)c1c(C)[nH]c(C(=O)CSc2nc3ccc(C)cc3[nH]2)c1C	3	3.2	-1	15	3	2	-15	15	-1
COc1ccc2[nH]cc(CCNC(=O)c3ccc([N+](=O)[O-])cc3)c2c1	4	2.8	-4	0	10	-10	7	12	-5
CCOC(=O)[C@]12CCCC=C1N(Cc1ccco1)C(=O)[C@H](CC(=O)N1CCC(c3ccccc3)CC1)C2	x	-0.5	x	1	-5	-4	x	-32	x
Cc1ccccc1Nc1ncnc2c1cnn2-c1ccccc1	-3	1.3	-3	1	25	-4	-1	-2	-6
CCOc1ccc(NC(=O)CC2C(=O)N(c3ccccc3)C(=O)N2CCOC)cc1 (configuration not stated)	-16	1.8	1	1	13	-14	-6	-12	-3
Cc1cc(NC(=O)Nc2cccs2)no1	-4	0.8	-2	35	-2	-2	-2	-5	-4
COc1ccc(S(=O)(=O)N2CCCOC2CNC(=O)C(=O)NCc2ccncc2)cc1 (configuration not stated)	-12	1.4	-3	5	2	-3	-9	-17	-5
CCOc1ncccc1C(=O)Nc1ccc(S(=O)(=O)Nc2nc(C)cc(C)n2)cc1	-6	0.3	-4	0	4	-13	-20	-11	-6
CCC(OC(=O)c1nsc(Cl)c1Cl)C(=O)NCc1cccs1 (configuration not stated)	-9	0.6	-4	6	23	-11	-5	7	-4
NC(=O)c1ccc[n+](CC(=O)c2ccc(NC(=O)c3ccccc3)cc2)c1	-4	0.1	-9	9	16	-4	1	-16	-10
S=c1[nH]nc(C2CCCCC2)n1/N=C/c1ccccc1Cl	12	0.1	-9	1	-7	2	9	-1	-10
O=C(Nc1cc(-c2nn(CC(=O)N3CCCCC3)c(=O)c3ccccc23)ccc1N1CCOCC1)c1ccc(Cl)cc1	-8	0.2	-2	0	-4	6	-10	5	-3
COCCCNC(=O)c1ccc([N+](=O)[O-])cc1	-9	0.4	-2	5	23	-10	1	-3	-4
O=S(=O)(c1ccc2nc(-c3ccccc3)[nH]c2c1)N1CCN(c2ccc(Cl)cc2)CC1	7	0.9	-6	-2	9	6	-5	6	-17

Random excerpt: 3 records from the list
SMILES	CHRM1 antagonist	CHO-K1 Ca ag	M1 ag	TAAR1 ag	M1 PAM parental	CHO-K1 Ca antag	CHO parental Ca	TAAR1 antagonist	OXTR potentiator
CCOC(=O)[C@]12CCCC=C1N(Cc1ccco1)C(=O)[C@H](CC(=O)N1CCC(c3ccccc3)CC1)C2	x	-0.5	x	1	-5	-4	x	-32	x
Cc1ccccc1Nc1ncnc2c1cnn2-c1ccccc1	-3	1.3	-3	1	25	-4	-1	-2	-6
NC(=O)c1ccc[n+](CC(=O)c2ccc(NC(=O)c3ccccc3)cc2)c1	-4	0.1	-9	9	16	-4	1	-16	-10

Next section.
SMILES	CHRM1 antagonist	CHO-K1 Ca ag	M1 ag	TAAR1 ag	M1 PAM parental	CHO-K1 Ca antag	CHO parental Ca	TAAR1 antagonist	OXTR potentiator
COc1ccc(NC(=O)CN2CCN(CC(=O)Nc3ccc(OC)cc3)CC2)cc1	-12	-0.1	0	3	-5	4	-6	-14	-8
COc1ccc2nccnc2c1[N+](=O)[O-]	-5	10	0	6	15	0	-16	-7	-6
CC(C)(C)n1ncc2c(=O)n(Cc3c(Cl)cccc3Br)cnc21	2	3.3	-1	38*	13	-21	-24	58*	-4
COc1ccc(-c2nc(C)c(C(C)=O)n2O)cc1OC	2	-0.2	-3	4	5	-3	-3	12	-10
CCc1cc(=O)oc2c(CN3CCCC3)c(O)c(Cl)cc12	3	0.2	-3	12	15	0	2	10	-6
COc1ccc(S(=O)(=O)Nc2c(C)n(C)n(-c3ccccc3)c2=O)cc1C(=O)O	-13	-0.3	-3	1	-11	10	x	3	x
COc1cc(NCCC(=O)c2cccs2)c(OC)cc1Cl	0	-0.4	-5	1	11	-9	-13	-9	3
Cc1ccc(-n2c(Cc3noc4ccccc34)n[nH]c2=S)cc1	15	0.3	-1	2	12	-7	-5	-28	-13
CCCNc1nc2ccccc2n2c(C)nnc12	-7	0.1	-3	0	14	-5	-14	-11	-10
S=c1[nH]ncn1/N=C/c1cccs1	-14	-0.1	0	0	-3	-11	-2	-8	1
CCN(CC)C(=O)CSC(Nc1cccc(F)c1)=C(C#N)C#N	0	2.8	2	8	-21	18	-10	5	-7
Cc1sc2nc(CSc3ccccc3)nc(NCCN(C)C)c2c1C	5	-0.3	-14	4	26	-4	-13	-16	-4
CCOC(=O)c1sc(NC(=O)Cc2c(F)cccc2Cl)nc1C	7	2.8	-3	-3	12	-9	-13	-11	-10
COc1cc(OC)cc(C(=O)NCCc2cnc[nH]2)c1	-6	0.9	-2	1	1	-6	0	3	-16
O=C(NCC(c1ccco1)N1CCc2ccccc2C1)c1ccc(Br)cc1 (configuration not stated)	-8	0.2	-7	45*	23	-11	-24	20	-1

In another format: entries from further up
SMILES | CHRM1 antagonist | CHO-K1 Ca ag | M1 ag | TAAR1 ag | M1 PAM parental | CHO-K1 Ca antag | CHO parental Ca | TAAR1 antagonist | OXTR potentiator
COc1ccc2nccnc2c1[N+](=O)[O-] | -5 | 10 | 0 | 6 | 15 | 0 | -16 | -7 | -6
CCCNc1nc2ccccc2n2c(C)nnc12 | -7 | 0.1 | -3 | 0 | 14 | -5 | -14 | -11 | -10
CCc1cc(=O)oc2c(CN3CCCC3)c(O)c(Cl)cc12 | 3 | 0.2 | -3 | 12 | 15 | 0 | 2 | 10 | -6
Cc1ccc(-n2c(Cc3noc4ccccc34)n[nH]c2=S)cc1 | 15 | 0.3 | -1 | 2 | 12 | -7 | -5 | -28 | -13
S=c1[nH]ncn1/N=C/c1cccs1 | -14 | -0.1 | 0 | 0 | -3 | -11 | -2 | -8 | 1
CCOC(=O)c1sc(NC(=O)Cc2c(F)cccc2Cl)nc1C | 7 | 2.8 | -3 | -3 | 12 | -9 | -13 | -11 | -10
CCN(CC)C(=O)CSC(Nc1cccc(F)c1)=C(C#N)C#N | 0 | 2.8 | 2 | 8 | -21 | 18 | -10 | 5 | -7

Next results follow.
SMILES	CHRM1 antagonist	CHO-K1 Ca ag	M1 ag	TAAR1 ag	M1 PAM parental	CHO-K1 Ca antag	CHO parental Ca	TAAR1 antagonist	OXTR potentiator
O=C(NCc1ccc2c(c1)OCO2)c1cc2c(s1)CSC2	-8	0.6	-4	0	5	2	11	-25	1
COc1cccc(C(=O)Nc2ccc3[nH]ncc3c2)c1	-19	0.1	3	10	-10	5	-2	-4	0
COc1ccc(/C=C/C(=O)Nc2ccc(-n3nncc3-c3ccc(OC)c(OC)c3)cc2)cc1OC	1	2.2	-4	12	12	4	-13	-24	-9
Cc1ccc(CSCC(=O)N(C)CC(=O)Nc2ccccc2Cl)cc1	-4	1.4	0	1	7	1	-14	4	-6
CCN(CC)C(=O)c1ccccc1NC(=O)c1ccccc1SC	-7	0.6	-4	2	23	-12	-9	7	-4
COc1ccc(NC(=O)C2(C)CCN2Cc2ccccc2Cl)cc1OC (configuration not stated)	-7	6.2	-2	1	-2	-3	x	20	x
COC(=O)c1ccc(NC(C)=O)o1	-3	0.8	-3	3	18	-10	3	-12	0
COc1ccc(Nc2ncnc3c2cnn3Cc2ccccc2)cc1OC	-3	8.8	1	6	4	-18	-20	12	-9
CCc1nc2ccc(C(=O)N3CCCCC3)cn2c1N(C)CCCc1ccccc1	69*	0.7	-8	1	5	-8	x	-17	x
Cn1nccc1C(=O)NC1CCCc2c1cnn2-c1cc(F)cc(F)c1 (configuration not stated)	5	9.7	5	2	-2	8	6	-1	-8
COc1ccc(NC(=O)C(C)N2C(=O)C3CC=C(Cl)CC3C2=O)cc1 (configuration not stated)	-17	0.0	-3	2	-14	-6	x	-2	x
CCCCN(C)CCN1C(=O)C2C(C(=O)Nc3ccc(OC)cc3)C3C=CC2(O3)C1C(=O)NC1CCCCC1 (configuration not stated)	-5	-0.5	-4	3	-14	-5	-13	-16	-4
COc1ccc(C2=CC(c3ccc(OC)c(OC)c3)n3nnnc3N2)c(OC)c1 (configuration not stated)	1	0.3	0	6	-2	-12	-38	-1	-15
Nc1nnc(SCC(=O)OCC(=O)Nc2ccc(Br)cc2F)s1	-16	1.4	2	11	11	-18	-5	-4	2
COc1ccc(CCC(=O)Nc2cc3c4c(c2)CC(=O)N4CCC3)cc1	-7	0.2	-4	3	-5	-4	-18	-25	0
Cc1ccccc1OCCn1c(=S)[nH]c2ccccc21	-10	0.0	-5	-3	13	-9	-16	5	8
O=C(OCC(=O)N1CCC(c2ccccc2)=N1)c1ccc([N+](=O)[O-])s1	-12	0.4	-3	2	1	-12	-17	8	1
CCOC(=O)C(=O)/C(=C\N(C)C)c1onc(-c2c(F)cccc2Cl)c1C(=O)OC	-32	0.6	1	4	16	-12	0	4	-5
CSc1c[n+]2c(n1C)CCC2	-14	0.1	-5	4	12	-23	1	-13	1
COC(=O)c1sc(C(C)(C)C)cc1CS(=O)(=O)c1ccccn1	-17	1.2	2	11	12	4	-15	-16	-6
CC(C)(C)NC(=O)c1cccc(NC(=O)c2ccco2)c1	-32	0.6	2	6	14	-7	-3	-15	-4
CCN1C(=O)C(C)S/C1=N\S(=O)(=O)c1ccc(F)cc1 (configuration not stated)	-5	0.6	-5	-1	16	-8	-12	-11	-3
Cc1ccc(S(=O)(=O)N2CCOCC2)cc1C(=O)NCCCN1CCCC1=O	-8	1.0	0	0	12	-12	x	0	x
CCN1CCc2c(C#N)c(NCc3ccccc3)nc(NCCO)c2C1	6	0.9	-4	12	5	3	-16	106*	1
